Bioassay records as filed in PubChem BioAssay.
ST2 inh = inhibitors of human ST2 (IL1RL1) binding to IL-33, primary screen, biochemical, AlphaLISA | Interleukin-1 receptor-like 1 (Homo sapiens), Q01638 | AlphaLISA ST2-Fc/biotin-IL-33 interaction, 1 h | inhibition, % for hits at 17 µM | 78,000 compounds, 2.3% hits | AID 1259354, 2018; in the data active = inhibition above about 30%; inconclusive = mostly about 10% to 28%
Target sequence (Q01638 whole entry, looked up): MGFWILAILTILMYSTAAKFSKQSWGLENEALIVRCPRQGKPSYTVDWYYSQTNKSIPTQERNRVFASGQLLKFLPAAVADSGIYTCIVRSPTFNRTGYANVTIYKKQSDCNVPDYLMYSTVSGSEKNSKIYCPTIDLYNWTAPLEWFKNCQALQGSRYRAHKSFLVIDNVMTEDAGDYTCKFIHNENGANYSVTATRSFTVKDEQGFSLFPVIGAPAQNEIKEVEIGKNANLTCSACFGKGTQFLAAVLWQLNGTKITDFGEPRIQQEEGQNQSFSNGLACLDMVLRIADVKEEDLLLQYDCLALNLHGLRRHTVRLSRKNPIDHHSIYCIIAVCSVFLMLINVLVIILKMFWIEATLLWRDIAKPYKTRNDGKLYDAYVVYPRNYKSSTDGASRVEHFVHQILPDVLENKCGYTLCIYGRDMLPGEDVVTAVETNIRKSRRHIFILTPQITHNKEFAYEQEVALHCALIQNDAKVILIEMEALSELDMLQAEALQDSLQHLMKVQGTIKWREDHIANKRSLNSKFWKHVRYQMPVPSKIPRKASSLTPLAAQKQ
Starred values were filed as active, the others as inactive; i = inactive; u = inconclusive. Some of the compounds tested; rates above refer to the full screens.

SMILES	ST2 inh
CN1CCC(NC[C@H]2O[C@@H](CO)[C@@H](O)[C@H]2N2CCN(c3ncccn3)CC2)CC1	u
COc1cc(C(O)C[N+](=O)[O-])ccc1OCc1ccccc1 (stereo unspecified)	i
CN(Cc1ccccc1)C1CCCN(C(=O)CCc2ccc(F)cc2)C1 (stereo unspecified)	u
COc1ccc(S(=O)(=O)N2CCC(C(=O)NCc3ccccn3)CC2)cc1	i
Cc1cc(C)c(C#N)c(SCC(=O)c2ccc(F)cc2)n1	i
CSCCC(NC(=O)/C(=C/c1ccc2c(c1)OCO2)NC(=O)c1ccco1)C(=O)O (stereo unspecified)	i
COc1ccc2[nH]cc(CCNC(C)=O)c2c1	i
COc1ccc(NCCNc2ccc(OC)cc2)cc1	48%*
Oc1oc(-c2ccc(Br)cc2)nc1C=Nc1ccccc1Br	u
CC1(C)CC(=O)C2=C(C1)Nc1nc(SCc3ccccc3F)nn1C2c1ccncc1 (stereo unspecified)	u
CC1=C(C(=O)OC2CCCCC2)C(c2ccccc2F)n2nnnc2N1 (stereo unspecified)	i
Cc1ccc(CNC(=O)c2oc3ccc(S(=O)(=O)N4CC(C)CC(C)C4)cc3c2C)cc1 (stereo unspecified)	i
Cn1c(=O)c2c(nc(NCCO)n2Cc2cccc(C(F)(F)F)c2)n(C)c1=O	i
O=c1[nH]c2ccc(S(=O)(=O)N3CCN(c4ccccc4F)CC3)cc2s1	i
Nc1ccc(-c2ccc3ccccc3n2)cc1	i
CC(=O)c1ccc(N2C(=O)c3cccc4c(Cl)ccc(c34)C2=O)cc1	i
COc1cc(-c2nc(-c3nonc3N)no2)cc(OC)c1OC	i
Cc1ccc(CCNC(=O)c2ccc(NC3=NC4CS(=O)(=O)CC4S3)cc2)cc1 (stereo unspecified)	u
CSc1ccc(-c2nc(CSCC(=O)N3CCN(C)CC3)c(C)o2)cc1	i
OC[C@H]1O[C@@H](n2cnc3c(NC4CCCC4)ncnc32)[C@H](O)[C@@H]1O	i
CCc1c(C(=O)N(C)CCn2ccnc2C)[nH]c2ccccc12	u
CCc1ccccc1N1CSC2=C(C#N)C(c3ccccc3F)CC(=O)N2C1 (stereo unspecified)	i
Cc1ccc(S(=O)(=O)O)c(C)c1N1CCCC1=O	i
O=C(c1ccccc1[N+](=O)[O-])n1nnc2ccccc21	u
CCOC(=O)N1CCC(NC2CCN(c3ccc(C(=O)NCCN4CCOCC4)cc3)CC2)CC1	u
C=CCN1C(=O)S/C(=C/c2ccc(N3CCCC3)o2)C1=O	44%*
Cc1ccc(CN2CCCN(CC(=O)Nc3ccc4c(c3)OCO4)S2(=O)=O)cc1	u
Cc1ccc(S(=O)(=O)Nc2ccc3oc(=O)sc3c2)cc1[N+](=O)[O-]	u
Cn1c(=NC(=O)c2ccc(S(=O)(=O)N3CCCCC3)cc2)sc2cc(F)ccc21	i
COc1cc(C(=O)N2CCN(Cc3cccc(F)c3)CC2)cc(OC)c1OC	i

Brought forward from above: 3 compounds; new compounds follow.
SMILES	ST2 inh
Cc1ccc(S(=O)(=O)Nc2ccc3oc(=O)sc3c2)cc1[N+](=O)[O-]	u
Cn1c(=NC(=O)c2ccc(S(=O)(=O)N3CCCCC3)cc2)sc2cc(F)ccc21	i
COc1cc(C(=O)N2CCN(Cc3cccc(F)c3)CC2)cc(OC)c1OC	i
O=C(c1c(-c2ccccc2)oc2ccc(O)cc12)N1CCCCC1	i
Cc1ccsc1S(=O)(=O)N1CCCC(O)(CN(C)C)CC1 (stereo unspecified)	i
CN1CCCC(CN(C)C(=O)c2ccccc2-c2ccccc2)C1 (stereo unspecified)	u
CCCCOc1ccc(CN2CCN(CCOCCO)CC2)cc1	u
CC[C@H]1C[C@@H](NC(=O)c2ccccc2)C[C@@H](CCn2nc(C)cc2C)O1	u
Cc1cc(C)nc(NS(=O)(=O)c2ccc(NS(=O)(=O)c3ccccc3)cc2)n1	i
COc1ccc(CN=C(N)N=C(N)N)cc1	u
O=[N+]([O-])c1cc(-c2ncnn2-c2ccc(F)cc2)ccc1Cl	u
CCCC(=O)Nc1ccc2oc(-c3ccc(Br)c(C)c3)nc2c1	i
Cc1ccc(NC(=O)COc2ccc(Cl)cc2C)c([N+](=O)[O-])c1	i
CN(C)CC1COCCN(Cc2c(-c3ccccc3)nc3ncccn23)C1 (stereo unspecified)	i
CCCc1cc(C(=O)Nc2sc(C(C)=O)c(C)c2C(=O)OCC)no1	i
COc1cccc(-c2nccn2CCc2ccco2)c1OC	u
CNc1nc2c(C)cccn2c(=O)c1C=NCc1ccccc1	u
Cc1[nH]cnc1-c1nccn1C(Cc1ccccc1)C(=O)O (stereo unspecified)	u
CC(C)O[C@H]1CN(C(=O)c2cccc(CC3CCNCC3)c2)C[C@@H]1O	i
O=C(CN1CCN(Cc2ccc(Cl)cc2)C1=O)NCc1ccco1	i
CCCCOc1ccc(S(=O)(=O)N2CCN(c3nc(C)cc(N4CCCCC4)n3)CC2)cc1	u
CC(C)C[C@@H]1N[C@H](C(=O)NCCN2CCOCC2)Cc2cn(Cc3ccccn3)c3cccc1c23	i
COc1ccc(C2=NN(C(=O)c3cccs3)C(c3ccccc3F)C2)cc1OC (stereo unspecified)	u
CC1=C(C(=O)N2CCc3c(cc(-c4cccc5nc(C)ccc45)c(=O)n3CC3CC3)C2)OCCO1	u
OCCC#Cc1ccc(C2NCCc3[nH]cnc32)cc1 (stereo unspecified)	i
Cc1ccc(S(=O)(=O)Nc2ccc3nc(-c4ccco4)[nH]c3c2)cc1	i
CCOC(CNC(=O)c1sc2ncn(CC(=O)N(CC)CC)c(=O)c2c1C)OCC	i
Cc1ccc(S(=O)(=O)NCc2ccccc2)cc1	i
CCOc1ccc(C2CC(c3ccc(CC)cc3)Nc3ncnn32)cc1 (stereo unspecified)	i
Cc1ccc2nc(C)c(C(=O)N(Cc3cnn(C)c3)CC(C)C)cc2c1	i
CC(C)=CCc1cc(O)ccc1O[C@@H]1O[C@H](CO)[C@@H](O)[C@H](O)[C@H]1O	i
Cc1cc(Nc2ncnc3ccccc23)ccc1Br	i
CCc1ccc(-c2nccn2CC(C)Oc2cccnc2)nc1 (stereo unspecified)	u
O=C(Nc1ccc(N2CCCC2)cc1)c1ccccc1F	68%*
COc1cc(NCC2(c3ccccc3)CCN(C)CC2)ncn1	31%*
O=C(/C=C/C=C/c1ccc2c(c1)OCO2)N1CCCCC1	i
N#Cc1c(N)sc2c1CCN(Cc1ccccc1)C2	u
O=C(Nc1ccccc1)Oc1ccccc1Br	u
CCOC(=O)c1c(N)n(-c2ccc(OCC)cc2)c2nc3ccccc3nc12	i
CCNC(=O)C1CCN(C(=O)c2coc(COc3ccc4ncccc4c3)n2)C1 (stereo unspecified)	u
CC(=O)c1c(C)oc2c(Cl)cc(NS(=O)(=O)c3ccccc3)cc12	i
COc1ccc(C)cc1S(=O)(=O)N1CCN(c2nc(C)cc(Nc3ccc(C)cc3)n2)CC1	u
COc1ccc2c(c1)CCc1c(C(=O)N3CCN(C)CC3)noc1-2	i
Cc1c(-c2ccc(F)cc2)[nH]c2ccc(CNC(=O)C(C)n3cccc3)cc12 (stereo unspecified)	i
COc1ccc(NS(=O)(=O)c2cccc3nonc23)c(OC)c1	i
CC(c1cccs1)N(C)Cc1nc(C(c2ccccc2)c2ccccc2)no1 (stereo unspecified)	i
O=C1NCCN2CCN(C(=O)c3csc(Cc4ccccc4)n3)CC12 (stereo unspecified)	i
COc1ccc(/C=C/C(=O)Nc2ncc(S(=O)(=O)c3ccc([N+](=O)[O-])cc3)s2)cc1OC	i

The list goes on, overlapping the part above by 6 compounds.
SMILES	ST2 inh
COc1ccc2c(c1)CCc1c(C(=O)N3CCN(C)CC3)noc1-2	i
Cc1c(-c2ccc(F)cc2)[nH]c2ccc(CNC(=O)C(C)n3cccc3)cc12 (stereo unspecified)	i
COc1ccc(NS(=O)(=O)c2cccc3nonc23)c(OC)c1	i
CC(c1cccs1)N(C)Cc1nc(C(c2ccccc2)c2ccccc2)no1 (stereo unspecified)	i
O=C1NCCN2CCN(C(=O)c3csc(Cc4ccccc4)n3)CC12 (stereo unspecified)	i
COc1ccc(/C=C/C(=O)Nc2ncc(S(=O)(=O)c3ccc([N+](=O)[O-])cc3)s2)cc1OC	i
COC(=O)c1c(NC(=O)c2cccs2)sc(C)c1C	i
CN1CC2(CCN(C(=O)CCc3cccnc3)C2)OC1=O (stereo unspecified)	i
O=C(Cc1ccccc1)Nc1cccc([N+](=O)[O-])c1	u
O=C(c1ccc(Cl)cc1Cl)N1CCCCCC1	i
CN(C)c1ccc(C2N(C(=O)c3ccccc3)CCN2S(=O)(=O)c2ccccc2)cc1 (stereo unspecified)	i
Cc1ccc(CN2CCC(CNC(=O)CNC(N)=O)C2)c(C)c1F (stereo unspecified)	i
CC1CCC(NC(=O)C2CC(=O)N(c3ccc(F)c(Cl)c3)C2)CC1 (stereo unspecified)	i
O=C(N1CCN(c2ccccc2Cl)CC1)C1(S(=O)(=O)c2ccc(Cl)cc2)CC1	i
CC(C)=CCC/C(C)=C/Cc1ccc(O)c(C(=O)c2c(O)cc(C(=O)O)cc2C=O)c1O	i
O=C(CCN1C(=O)c2cccc([N+](=O)[O-])c2C1=O)Nc1ccc(F)cc1	i
CCOc1ncccc1-c1cccc(C(=O)OC)c1	u
CCOc1ccc(/C=C2\N=C(c3ccccc3Cl)OC2=O)cc1	i
Cc1cccc(N(C(=O)Cn2nnnc2N)C2(C(=O)Nc3c(C)cccc3C)CCCCC2)c1	i
N#Cc1ccc(C#N)c(-c2ccccc2)c1	u
CN1CCC(N2CC[C@H](c3nnc(-c4cncn4C)o3)C2)CC1	i
Cc1ccc(S(=O)(=O)N2CCN(c3cc(-c4cccc(F)c4)ncn3)CC2)cc1C	i
Cc1cc(C(F)F)nc(SC2C/C(=N\O)C3OCC2O3)n1 (stereo unspecified)	i
COc1cc(C(=O)Nc2nc3ccc4ccccc4c3s2)cc(OC)c1OC	i
CC(=O)N[C@H]1CCN(C(=O)C[C@@H]2[C@H](O)CC[C@@H]3[C@]4(C)CO[C@@H](CNC(=O)c5cc(C)on5)O[C@@H]4CC[C@]32C)C1	u
CCOc1ccc(S(=O)(=O)N2CCN(c3cc(-c4ccc(OC)cc4)ncn3)CC2)cc1	i
CN(Cc1ccccc1)Cc1ccncc1	i
C=C1C(=O)O[C@@H]2C[C@]3(C)[C@@H](CCC(C)O)[C@@H]3C[C@H]12 (stereo partly specified)	i
CCOC(=O)c1sc2nc(C)nc(N3CCC(C)CC3)c2c1C	i
CCCOc1nnc(-c2ccc(OC)cc2)c2ccccc12	i
CN(C)/C=C1/C(=O)N(c2nc3ccccc3s2)N=C1C(F)(F)F	i
c1ccc2c(c1)CCCC2C1=NCCN1 (stereo unspecified)	i
CC1(C)OC(=O)C(=CNc2cccc(C(=O)O)c2)C(=O)O1	33%*
COc1ccccc1CN(Cc1cccc(C)c1)C(=O)CC1CCC(=O)N1 (stereo unspecified)	u
CC(C)N1CCOC(Cc2nn3c(Cc4ccccc4)nnc3s2)C1 (stereo unspecified)	i
N#CC1C(=O)NC(=O)C([n+]2ccccc2)C1c1ccc(F)cc1 (stereo unspecified)	i

Overlap with the part before: 2 compounds, then new ones.
SMILES	ST2 inh
CC(C)N1CCOC(Cc2nn3c(Cc4ccccc4)nnc3s2)C1 (stereo unspecified)	i
N#CC1C(=O)NC(=O)C([n+]2ccccc2)C1c1ccc(F)cc1 (stereo unspecified)	i
Cc1cccc(NS(=O)(=O)C[C@@]23CC[C@H](CC2=O)C3(C)C)c1	i
NC(N)=NCc1cccc(I)c1	i
c1ccc(CN2CCN(Cc3ccc4c(c3)OCO4)CC2)nc1	i
Cc1ccc(NC(=O)/C=N\OC(=O)NC2CCCCC2)cc1	i
CCc1cc(CN(C)Cc2ccc(C(=O)Nc3nccn3C)cc2)on1	u
O=C(Oc1ccc2ccccc2c1Br)c1ccncc1	i
NC(=O)c1ccccc1NC(=O)c1cc(-c2cccs2)nc2ccccc12	u
NS(=O)(=O)c1ccsc1C(=O)N1CCC2(CCCO2)CC1	i
CCn1c(C2CCCN(Cc3cccn3-c3cccnc3)C2)nn(C)c1=O (stereo unspecified)	u
CCN1C(=O)N(CC)C2C1N(C)C(=O)N2CN1C(=O)N(C)C2C1N(CC)C(=O)N2CC (stereo unspecified)	i
CCCCN1C(=O)CSc2c(c3ccccc3n2C)C1C(=O)NCCC(C)C (stereo unspecified)	i
O=C(NCc1cccnc1)C1(S(=O)(=O)c2ccc(Cl)cc2)CC1	i
CCCS(=O)(=O)N1CCCC(C(=O)NC(C)C)C1 (stereo unspecified)	i
COc1ccc(Nc2cc(C)nc(N3CCN(S(=O)(=O)c4cc(C)c(OC)cc4C)CC3)n2)cc1	u
CCOc1ccc2nc(SCC(=O)C(C)(C)C)[nH]c2c1	i

Filtered by structure: those above containing an NH in an aromatic ring (eight)
SMILES	ST2 inh
COc1ccc2[nH]cc(CCNC(C)=O)c2c1	i
O=c1[nH]c2ccc(S(=O)(=O)N3CCN(c4ccccc4F)CC3)cc2s1	i
CCc1c(C(=O)N(C)CCn2ccnc2C)[nH]c2ccccc12	u
Cc1[nH]cnc1-c1nccn1C(Cc1ccccc1)C(=O)O (stereo unspecified)	u
OCCC#Cc1ccc(C2NCCc3[nH]cnc32)cc1 (stereo unspecified)	i
Cc1ccc(S(=O)(=O)Nc2ccc3nc(-c4ccco4)[nH]c3c2)cc1	i
Cc1c(-c2ccc(F)cc2)[nH]c2ccc(CNC(=O)C(C)n3cccc3)cc12 (stereo unspecified)	i
CCOc1ccc2nc(SCC(=O)C(C)(C)C)[nH]c2c1	i

(further entries)
SMILES	ST2 inh
CN1CCCC2(CCN(C(=O)CCCc3ccc(F)cc3)C2)C1=O (stereo unspecified)	u
COc1ccc(OC)c(CN2CCN(c3ccc(C(C)=O)cc3)CC2)c1	i
COc1ccc(N(C(F)F)S(=O)(=O)c2ccc(C)cc2)cc1	i
CC1(O)CC(O)C2(O)C=COC(O[C@@H]3O[C@H](CO)[C@@H](O)[C@H](O)[C@H]3O)C12 (stereo partly specified)	i
O=c1n(CCSc2nnnn2-c2ccccc2)nnn1-c1ccccc1	i
O=C(Nc1cc(Cl)cc(Cl)c1)c1ccc([N+](=O)[O-])cc1	i
COc1cccc2sc(=NC(=O)c3nc4ccccc4s3)n(C)c12	i
CC(=O)C1=C(O)C(=O)N(CCCN2CCOCC2)C1c1ccccc1[N+](=O)[O-] (stereo unspecified)	i
CCOC(=O)c1c(NC(=O)c2sc3ccccc3c2Cl)sc2c1CCN(C)C2	38%*
